# From PubChem BioAssay
# hERG rescue: hERG rescue from dofetilide block, primary screen, cell-based, CHO-hERG, FluxOR thallium flux, dofetilide IC70; Voltage-gated inwardly rectifying potassium channel KCNH2 (Homo sapiens), Q12809; dofetilide IC70 present; activation (rescue from dofetilide block), less the hit threshold, % at 10 µM; 310,000 tested, 0.51% active; AID 1511, 2009;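 active = activation above the mean of controls blocked by dofetilide plus 5 SD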;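 note: thallium influx through hERG after potassium depolarization seen as dye fluorescence rise; in these data hits start at about 4.7%; inactives centre near -7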
# KCNK9 inh: KCNK9 potassium channel inhibitors, primary screen, HEK293 cells, thallium flux | B-score at 10 µM | AID 488922, 2010 | FluxOR thallium flux fluorescence; hits give low values | Potassium channel subfamily K member 9 (Homo sapiens), Q9NPC2 | 310,000 tested, 1.2% active;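 active = ratio B-score over 3 SD below the library mean, with starting fluorescence within 5 SD of its mean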;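 note: negative B-score means less thallium flux so channel inhibition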
# MrgX1 PAM: positive allosteric modulators of MrgX1, primary screen, HEK293 cells, Fluo-4 calcium flux; 310,000 tested, 0.63% active; FDSS; hits give high values; B-score at 10 µM; Mas-related G-protein coupled receptor member X1 (Homo sapiens), Q96LB2;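 active = plate-corrected calcium response at least 3 library SD above typical, normal starting fluorescence, not activating the receptor alone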;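 note: compound read alongside a low EC10 to EC30 dose of BAM8-22 agonist; peak minus trough fluorescence over baseline measured at the second addition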
# TMEM16A inh: TMEM16A chloride channel inhibitors, primary screen, cell-based, HTS; HEK293 TMEM16A/YFP iodide influx fluorescence, ionomycin; 310,000 tested, 1.2% active; Anoctamin-1 (Mus musculus), Q8BHY3; normalized B-score (activity score, 25-100; higher = stronger inhibition) at 10 µM;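 active = ratio plate-corrected score three or more library SD toward inhibition, starting fluorescence score within five deviations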;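 note: score derived from kinetic fluorescence span divided by baseline fluorescence per well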
# KCNQ1 block: inhibitors of human KCNQ1 channel, primary screen, cell-based, thallium flux, high-throughput; Potassium voltage-gated channel subfamily KQT member 1 (Homo sapiens), P51787; CHO-K1 KCNQ1, FluxOR thallium flux fluorescence; hits give high values; B-score at 10 µM; 310,000 tested, 1.3% active;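 active = compounds whose thallium flux B-score, printed positive for inhibition, exceeds three library SD while starting fluorescence stays within three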;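 note: channel opened by potassium depolarization with thallium stimulus after 20 min compound exposure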
# Target sequence (P51787 whole entry, looked up): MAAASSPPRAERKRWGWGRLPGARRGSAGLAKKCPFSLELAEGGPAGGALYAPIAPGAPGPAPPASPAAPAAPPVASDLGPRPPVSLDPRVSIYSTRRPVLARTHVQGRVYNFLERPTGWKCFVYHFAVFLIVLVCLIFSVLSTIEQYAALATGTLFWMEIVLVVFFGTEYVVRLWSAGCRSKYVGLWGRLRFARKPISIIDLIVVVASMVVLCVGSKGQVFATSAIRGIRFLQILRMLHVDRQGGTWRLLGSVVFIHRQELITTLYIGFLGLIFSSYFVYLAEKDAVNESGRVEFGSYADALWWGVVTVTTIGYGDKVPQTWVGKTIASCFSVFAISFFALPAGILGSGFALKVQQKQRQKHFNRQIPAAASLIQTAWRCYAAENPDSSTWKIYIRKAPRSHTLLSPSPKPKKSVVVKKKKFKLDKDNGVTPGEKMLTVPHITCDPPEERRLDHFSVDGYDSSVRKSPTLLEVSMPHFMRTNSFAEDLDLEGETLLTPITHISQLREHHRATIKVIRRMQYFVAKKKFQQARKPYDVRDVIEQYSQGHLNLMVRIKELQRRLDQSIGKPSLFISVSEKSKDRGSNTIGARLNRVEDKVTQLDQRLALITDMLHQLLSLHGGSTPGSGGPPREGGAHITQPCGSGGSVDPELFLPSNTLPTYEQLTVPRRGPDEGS
# MrgX1 ag: agonists of human MrgX1 receptor, primary screen, HEK293 cells, Fluo-4 calcium flux; Mas-related G-protein coupled receptor member X1 (Homo sapiens), Q96LB2; 310,000 tested, 0.44% active; B-score at 10 µM; Fluo-4 calcium fluorescence, agonist mode; hits give high values;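 active = calcium response B-score plate-corrected fluorescence ratio at least 3 library SD, with starting fluorescence B-score inside 5 SD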
#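 Material: HEK293 cells stably expressing human MrgX1 receptor | Quantity: 15,000 cells per well | Times: Cells plated overnight, dye loaded 0.5 h 37 °C, 0.5 h room temperature | Measured by: Kinetic Fluo-4 NW fluorescence of intracellular calcium | Control set: Positive and negative controls per plate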
# RGS4 act: RGS4 potentiators or activators, primary screen, cell-based, HEK293 M3R inducible RGS4, calcium flux; B-score at 10 µM; carbachol calcium flux Fluo4; hits give low values; 310,000 tested, 0.92% active;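 active = B-score of the integrated calcium signal more than 4 SD below the library mean, with starting fluorescence not abnormally high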;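 note: negative B-score means reduced calcium response which marks RGS4 activation or potentiation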
#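 System – HEK293 FlpIn-TREx cells, stable M3R, doxycycline-inducible RGS4 · Reagent – ECmax carbachol challenge · Times – compound preincubation 20 min at room temperature before agonist · Technique – Fluo4 fluorescence kinetic imaging of calcium · Measure – B score of integrated Fluo4 ratio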
# KCNQ1 pot: potentiators or activators of KCNQ1 channel, primary screen, cell-based, thallium flux, high-throughput | 310,000 tested, 0.35% active | CHO-K1 KCNQ1, thallium flux FluxOR fluorescence; hits give high values | B-score at 10 µM;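 active = fluorescence ratio B-score, a plate-corrected score, at least three library SD, with initial intensity B-score within 5 SD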
#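 Doses: Single concentration per compound, DMSO matched to controls | Test system: KCNQ1-transfected CHO-K1 cells | Timing: 90 min dye loading and 20 min compound exposure, both at room temperature | Measured by: Kinetic FluxOR thallium fluorescence, 10-s 1-Hz baseline, 110-s post-stimulus read | Medium: Assay buffer with matched DMSO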
# KCNK3 block: human KCNK3 channel inhibitors, primary screen, CHO cells, FluxOR thallium flux, B-score; Potassium channel subfamily K member 3 (Homo sapiens), O14649; FluxOR fluorescence; hits give low values; B-score at 10 µM; 340,000 tested, 0.84% active; AID 602410, 2012;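 active = B-score under library mean minus 4 SD, starting fluorescence ratio at most library mean plus 5 SD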;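 note: more negative B-score means stronger inhibition of thallium flux through KCNK3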
# RGS4 block: RGS4 inhibitors, primary screen, cell-based, HEK293 M3R inducible RGS4, calcium flux | Regulator of G-protein signaling 4 (Homo sapiens), P49798 | AID 463165, 2010 | Fluo-4 calcium flux; hits give high values; triggered by carbachol at its EC20 | 310,000 tested, 0.45% active | B-score at 10 µM;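 active = B-score, a plate-corrected calcium signal, over three deviations above library mean, with baseline fluorescence within five deviations of library mean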;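 note: RGS4 expression induced by doxycycline in cells with stable M3 receptor; B-score is computed from the integrated fluorescence ratio over baseline after carbachol; higher B-score means a larger calcium signal and so more RGS4 inhibition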
# Target sequence (P49798 whole entry, looked up): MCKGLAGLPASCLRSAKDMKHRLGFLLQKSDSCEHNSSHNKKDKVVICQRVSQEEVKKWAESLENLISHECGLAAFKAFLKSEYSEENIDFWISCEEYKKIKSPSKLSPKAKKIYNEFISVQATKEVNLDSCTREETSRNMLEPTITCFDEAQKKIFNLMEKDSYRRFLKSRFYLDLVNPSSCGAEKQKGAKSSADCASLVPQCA
# TMEM16A act: TMEM16A chloride channel activators or potentiators, primary screen, cell-based, HTS; HEK293 TMEM16A/YFP-H148Q/I152L, iodide quench fluorescence; hits give low values; Anoctamin-1 (Mus musculus), Q8BHY3; B-score at 10 µM; 340,000 tested, 0.3% active;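 active = fluorescence-ratio B-score plate-corrected deviation score at least 3 library SD below zero, with starting fluorescence score within 5 deviations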;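 note: channel opened by trigger with iodide after compound preincubation; score built on the fluorescence ratio of max minus min over baseline; more negative score means more quench and so TMEM16A activation or potentiation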
# The depositor's hits bear a star; i = inactive; . = no result given.
compound	MrgX1 ag	KCNK9 inh	KCNK3 block	KCNQ1 pot	MrgX1 PAM	KCNQ1 block	TMEM16A act	hERG rescue	RGS4 act	TMEM16A inh	RGS4 block
Clc1cccc(N2CCN(c3ncnc4nc[nH]c34)CC2)c1	i	i	i	i	i	i	i	-2	i	i	i
CCNc1oc(-c2ccccc2F)nc1S(=O)(=O)c1ccccc1	i	i	i	i	i	i	i	-4	i	i	i
CC12CC(NC(=O)N1CCc1ccccc1)c1ccccc1O2 (centres undefined)	i	i	i	i	i	i	i	-9	i	i	i
COC(=O)Cn1c2c(c3cc(C)ccc31)CCCC2NC(C)c1ccccc1 (centres undefined)	i	i	i	i	i	i	i	4.9*	i	i	i
COCCNC(=O)c1ccc2c(c1)S(=O)(=O)c1ccccc1C2=O	i	i	i	i	i	i	i	-5	i	i	i
O=C(Nc1ccc(Cl)cn1)c1cnn2cccnc12	i	.	i	.	i	.	i	.	.	i	.
C1=C(CCNc2ncnc3nc[nH]c23)CCCC1	i	i	i	i	i	i	i	-8	i	25*	i
COc1ccc(NC(=O)c2cc(-c3ccccc3Cl)on2)cc1OC	i	i	i	i	i	i	i	-3	i	i	i
C/C(=N\NC(=O)Cc1ccc(Cl)cc1)c1ccccc1O	i	i	i	i	i	i	i	-3	i	i	i
O=C(NCc1ccccc1)C1=C[C@@H](C2CC2)C[C@@H](OCc2ccc(CO)cc2)O1	i	i	i	i	i	i	i	-12	i	i	i
CC1=[N+](C)N(c2ccccc2)C(=O)C1N=C/C=C/c1ccccc1 (centres undefined)	i	i	i	i	i	i	i	-5	-7.5*	i	i
O=C(/C=C/c1cccc([N+](=O)[O-])c1)Nc1cccc(NC(=O)c2ccco2)c1	i	i	i	i	i	i	i	-12	i	i	i
COc1ccc(NC(=S)N2CCN(C(=O)c3ccco3)CC2)c(OC)c1	i	i	i	i	i	i	i	-3	i	i	i
N#Cc1cccc(CS(=O)(=O)c2ccc(Cl)cc2)c1	i	i	i	i	i	i	i	-2	i	i	i
Cc1ccccc1N=Nc1c(O)[nH]c2ccccc12	i	i	i	i	i	i	i	-5	i	i	i
COc1cccc(N(C(=O)c2ccco2)C(C(=O)NC2CCCC2)c2cccnc2)c1 (centres undefined)	i	i	i	i	i	i	.	-7	i	i	i
COC(=O)c1ccc(COc2cccc(OC)c2)o1	i	i	i	i	i	i	i	-6	i	i	i
COC(=O)[C@]1(C)N[C@H](c2ccc(-c3ccc(Cl)c(Cl)c3)cc2)[C@@H]2C(=O)N(C)C(=O)[C@@H]21	i	i	i	i	i	i	i	-11	i	i	i
CC(=O)COc1c(-c2ccco2)oc2ccccc2c1=O	i	i	i	i	i	i	i	-9	i	i	i
C=CC(C)Sc1nc2c(c(=O)n(C)c(=O)n2C)n1Cc1ccccc1Cl (centres undefined)	i	i	i	i	i	i	i	-9	i	i	i
CCn1nc2cc(C(=O)NCC34CC5CC(CC(C5)C3)C4)ccc2c1OC	i	i	i	i	i	i	i	-3	i	i	i
COc1ccc(S(=O)(=O)Nc2ccc(O)c(Sc3nc4ccccc4s3)c2)cc1	i	i	i	i	i	i	i	-12	i	i	6*
Cc1ccc(N2C(=O)c3n[nH]c(C)c3C2c2ccccn2)cc1 (centres undefined)	i	i	i	i	i	i	i	-12	i	i	i
O=C(O)C1CCCN(S(=O)(=O)c2ccc(Br)s2)C1 (centres undefined)	i	i	i	i	6.6*	i	i	-2	i	i	i
Cc1ccc(S(=O)(=O)NCCC(=O)NC2CC2)cc1	i	i	i	i	i	i	i	0	i	i	i
COc1ccc(OC)c(NC(=O)Cc2coc3ccc4ccccc4c23)c1	i	i	i	i	i	i	i	-6	i	i	i
CC(=O)NC1C(OCCOc2ccc(Cl)cc2Cl)OC(COC(C)=O)C(OC(C)=O)C1OC(C)=O (centres undefined)	i	i	i	i	i	i	i	-12	i	i	i
COc1ccc(/C=C/C(=O)Nc2ccccc2C(=O)N2CCCC2)cc1	i	i	i	i	i	i	i	-15	i	i	i
CC(=O)NC(NC(=S)Nc1ccccc1Br)C(Cl)(Cl)Cl (centres undefined)	i	i	i	i	i	i	i	-6	i	i	i
COc1ccc(CN2C(=O)c3ccc(C(=O)O)cc3C2=O)cc1	i	i	i	i	i	i	i	-5	i	i	i
COc1ccc(CN2C(=O)C(CC(C)C)Nc3ncnc(N4CCOCC4)c32)cc1 (centres undefined)	i	i	i	i	i	i	i	-5	i	i	i
COc1ccc(CN2CCNC(=O)C2CC(=O)N(C)Cc2ccno2)c(F)c1 (centres undefined)	i	i	i	i	i	i	i	-10	i	i	i
C/C(=N\NC(=O)c1ccncc1)c1cc2ccccc2oc1=O	i	i	i	i	i	i	i	-3	i	i	i
CCOC(=O)N/N=C(\C)c1ccccc1OC(F)F	i	i	i	i	i	i	i	-9	i	i	i
O=C(NCCCN1CCCC1=O)c1ccc(Cl)c(NS(=O)(=O)c2ccc(F)cc2)c1	i	i	i	i	i	i	i	-2	i	i	i
S=c1[nH]nc(-c2cccc(Cl)c2)n1CCN1CCCCC1	i	i	i	i	i	i	i	-7	i	i	i
O=C(N/N=C/c1ccc([N+](=O)[O-])s1)c1ccccc1	i	i	i	i	i	i	i	-8	i	i	i
CSc1cccc(N2CC(C(=O)Nc3ccccc3N3CCCC3)CC2=O)c1 (centres undefined)	i	i	i	i	i	i	i	-13	i	i	i
O=C(CNC(=O)c1cccs1)NCC(=O)OCc1ccc(Cl)cc1Cl	i	i	i	i	i	i	i	-2	i	i	i
CCC(C)(C)n1nnnc1C(c1cccs1)N1CCc2ccccc21 (centres undefined)	i	-9.2*	i	i	i	i	i	-9	i	i	i
CC(C)[C@H](NC(=O)NCc1ccc(Cl)cc1)C(=O)O	i	i	i	i	i	i	i	-12	i	i	i
CCC(=O)Nc1cc(C(F)(F)F)ccc1N1CCOCC1	i	i	i	i	i	i	i	-3	i	i	i
CC(Nc1ccccc1)c1cc(Cl)ccc1O (centres undefined)	i	.	i	.	i	.	i	.	.	i	.
Cc1cc(N(C)C)c(C#N)c(NCc2ccccc2)n1	i	i	i	i	i	i	i	-8	i	i	i
CCOC(=O)N1CCN(CC(=O)Nc2cccc(Br)c2)CC1	i	i	i	i	i	i	i	-6	i	i	i
O=C(Nc1ccc(Br)cn1)C1CCN(S(=O)(=O)c2cccs2)CC1	i	i	i	i	i	i	i	-7	i	i	i
Cc1ccc2c(CC(=O)OCc3nc(N)nc(Nc4ccccc4C)n3)coc2c1	i	i	i	i	i	i	i	-7	i	i	i
O=C(CNC(=O)c1cccc(F)c1)OCC(=O)N1CCN(C(=O)c2ccco2)CC1	i	i	i	i	i	i	i	-17	i	i	i
C[C@H](NC(=O)Nc1ccc2c(c1)OCCO2)C(=O)O	i	i	i	i	i	i	i	-10	i	i	i
COc1ccc(CCCc2nnc(SCC(=O)NN)o2)c(C)c1	i	i	i	i	i	i	i	-2	i	i	i

# Remaining list, next part:
compound	MrgX1 ag	KCNK9 inh	KCNK3 block	KCNQ1 pot	MrgX1 PAM	KCNQ1 block	TMEM16A act	hERG rescue	RGS4 act	TMEM16A inh	RGS4 block
Cn1c(NN)nc2sc3c(c2c1=O)CCC3	i	i	i	i	i	i	i	-6	i	i	i
CCOc1ccc(NC(=O)c2cc(S(=O)(=O)N3CCOCC3)cs2)cc1	i	i	i	i	i	i	i	-3	i	i	i
CCSc1sccc1C1C(C#N)=C(N)N(c2cccnc2)C2=C1C(=O)CCC2 (centres undefined)	i	i	i	i	i	i	i	-10	i	i	i
COCCn1c(CCC(=O)O)nc2c1c(=O)[nH]c(=O)n2CC(C)C	i	i	i	i	i	i	i	-7	i	i	i
CCOc1ccc2nc(SCC(=O)NCC3CCCO3)c(C#N)cc2c1 (centres undefined)	i	i	i	i	i	i	i	-6	i	i	i
C/C(=N\NC(=O)c1nc(C)cc(C)n1)c1ccccc1	i	i	i	i	i	i	i	-11	i	i	i
COCCC(=O)N1CCC(Oc2ccc(C(=O)NCc3cccc(C)n3)cc2)CC1	i	i	i	i	i	i	i	-2	i	i	i
O=C(Nc1ccccc1F)C1CCCN(S(=O)(=O)c2ccccc2)C1 (centres undefined)	i	i	i	i	i	i	i	-3	i	i	i
CSc1nc(=S)n(-c2ccc([N+](=O)[O-])cc2)c(C)c1C(C)=O	i	i	i	i	i	i	i	-6	i	i	i
CN(CC(=O)Nc1cc([N+](=O)[O-])ccc1Cl)Cc1ccc(Br)cc1	i	i	i	i	i	i	i	-10	i	i	i
Cc1ccccc1N1CCN(Cc2nc(Cc3ccccc3F)no2)CC1	i	i	i	i	i	i	i	-15	i	i	i
NC(=O)N/N=C/c1ccccc1OC(=O)c1cc2ccccc2oc1=O	i	i	i	i	i	i	i	-4	i	i	i
COc1cc(NS(=O)(=O)c2ccc3[nH]c(=O)[nH]c3c2)cc(OC)c1	i	i	i	i	i	i	i	-4	i	i	i
Nn1c(SCC(=O)N2CCOCC2)nnc1-c1ccc(Cl)cc1Cl	i	i	i	i	i	i	i	-13	i	i	i
O=C(CSc1cn(CCNC(=O)c2cccs2)c2ccccc12)NC1CCCCC1	i	i	i	i	i	i	i	-4	i	i	i
OC(COc1ccc(Cl)cc1)CN1CCN(c2cccc(Cl)c2)CC1 (centres undefined)	i	i	i	i	i	i	i	-20	i	i	i

# No enrichment for hits; about 6.3% have a hit in one of these screens.
